Compound activity as filed in PubChem BioAssay.
Pf growth 96h: P. falciparum growth inhibition at 96 hour, primary screen for plastid delayed-death inhibitors; P. falciparum luciferase reporter growth, 96 h; Potency, µM (titrated, usually from 28.7 µM), for the others: at the top dose activity change, negative = inhibition, hits mostly inhibitors; 320,000 tested, 6.9% active
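Delayed-death screen, second-generation endpoint: infected erythrocytes, 2% hematocrit, 0.05% parasitemia final; 96 hours at 37 C, 5% CO2; luciferase detection reagent; luminescence decrease equals reduced growth.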
LmPK inh: inhibitors of Leishmania mexicana pyruvate kinase. Q27686. purified LmPK, Kinase-Glo ATP luminescence, 1 h. Potency, µM (top dose mostly 57.5 µM), without a hit: at the highest dose activity change, negative = inhibition, most hits filed as inhibitors. 290,000 tested, 0.37% active. AID 1721
Target sequence (Q27686 whole entry, looked up): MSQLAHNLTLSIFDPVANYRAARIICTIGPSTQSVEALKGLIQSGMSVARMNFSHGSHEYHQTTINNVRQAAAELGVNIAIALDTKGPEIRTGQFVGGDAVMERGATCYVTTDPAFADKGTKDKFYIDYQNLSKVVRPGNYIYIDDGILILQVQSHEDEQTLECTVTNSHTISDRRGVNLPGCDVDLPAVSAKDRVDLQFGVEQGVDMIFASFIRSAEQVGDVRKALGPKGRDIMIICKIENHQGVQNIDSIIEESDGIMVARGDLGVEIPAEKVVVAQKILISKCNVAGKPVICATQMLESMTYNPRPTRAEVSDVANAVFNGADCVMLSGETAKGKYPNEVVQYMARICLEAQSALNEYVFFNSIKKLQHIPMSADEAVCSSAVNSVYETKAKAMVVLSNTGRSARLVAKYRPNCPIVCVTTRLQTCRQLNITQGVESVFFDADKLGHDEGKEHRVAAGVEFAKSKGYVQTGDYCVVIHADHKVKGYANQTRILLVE
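0.1 nM LmPK, 0.5 mM PEP, 0.1 mM ADP; 50 mM imidazole pH 7.2, 7 mM MgCl2, 50 mM KCl; 1 h RT. Kinase-Glo luminescence readout, normalized to no-enzyme (full inhibition) and uninhibited wells.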
HCV inh: blocks hepatitis C virus | Potency, µM (series often up to 41.8 µM), for inactives: at the top dose activity change, negative = inhibition, actives largely listed as inhibitors | Huh7.5.1 HCVcc-Cre infection, luciferase reporter, 44 h | AID 651820 | 340,000 tested, 3.4% active
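Reporter virus HCVcc-Cre (~0.5 moi) infects cells exposed to compound; seeding density 1,000 cells/well with 4 h settling beforehand. Luminescence, 15 sec read, taken 44 h post-infection following a 15 min RT substrate incubation.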
Sm TGR block: inhibitors of Schistosoma mansoni thioredoxin glutathione reductase | 360,000 tested, 3% active | Potency, µM (highest dose often 114 µM), for the others: top-dose activity change, negative = inhibition, usual class: inhibitors | purified TGR, DTNB reduction, TNB absorbance 405 nm | Q962Y6; further: nearly all actives have a fitted effect of over 60% in size
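Kinetic colorimetric format: TGR-catalysed, NADPH-driven DTNB reduction monitored via TNB absorbance. Enzyme dispensed at 20 nM; compound exposure 15 min at room temperature before reaction start.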
Pf growth 48h: P. falciparum growth inhibition at 48 hours (one generation). P. falciparum luciferase growth in erythrocytes, 48 h. Potency, µM (titrated, usually from 28.7 µM), inactives show at the top dose activity change, negative = inhibition, actives largely listed as inhibitors. 310,000 tested, 5.9% active. AID 504832
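Compounds are pin-transferred into medium, infected erythrocytes (2% hematocrit, 0.1% parasitemia final) are added, and plates sit one parasite generation at 37 C in 5% CO2. Detection reagent is then added and luminescence measured.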
TbPYK inhibitor: blocks Trypanosoma brucei pyruvate kinase; TbPYK enzyme, Kinase-Glo Plus ATP luminescence, 45 min; Potency, µM (top dose mostly 76.8 µM), for the others: top-dose activity, negative = inhibition, actives largely listed as inhibitors; 410,000 tested, 0.12% active; further: nearly all actives have a fitted effect of over 50% in size
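Enzyme and substrate buffer are dispensed first and compound is pin-transferred. ADP at 130 uM final then starts the reaction, which runs 45 min at room temperature. Detection reagent is added for 10 min before luminescence is imaged.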
Starred values were filed as active, the others as inactive; ? = inconclusive; nt = not tested or not shown; [ ] = another dose, or the depositor's remark. The call rests on the fitted dose curve; in most records, active means well fitted curve in the direction sought with a large enough effect; inconclusive means small, poorly fitted or top-dose-only effect, or another doubt; inactive means no such curve, though single readings can be large; an effect the other way counts as inactive or inconclusive. On the % scale 0 is the no-effect control and ±100 the full control effect; potency means the concentration at half of the fitted maximal effect.

compound	Pf growth 96h	LmPK inh	HCV inh	Sm TGR block	Pf growth 48h	TbPYK inhibitor
CC1CC(C)CN(C(=O)Cn2c(=O)c3cccn3c3cccnc32)C1 (configuration not stated)	?	1%	3%	-13%	8%	-1%
CCN(C(=O)COC(=O)c1cncc(Br)c1)C1CCS(=O)(=O)C1 (configuration not stated)	-17%	-2%	-4%	-2%	12%	6%
O=C1CC(C(=O)Nc2ccccc2)C2(CCCCC2)O1 (configuration not stated)	9%	-6%	5%	-9%	nt	6%
COCc1c(C(N)=O)nnn1-c1nonc1N	43%[activator]	-1%	31%[activator]	-20%	-3%	-4%
Cc1ccc(/C=N/N2CCN(c3ccccn3)CC2)o1	33%[activator]	-20%	18%	-14%	53%[activator]	-5%
CCCc1cc(C(=O)Nc2cc(Br)ccc2O)no1	-17%	1%	-26%	5%	5.2µM*	9%
NNc1nc2sc3c(c2c(=O)n1-c1ccccc1)CCCC3	-16%	-5%	-2%	31%	-21%	-5%
CC(C)[C@H](NC(=O)[C@@H]1CSC2c3ccccc3C(=O)N21)C(=O)NC1CCCC1 (some centres not stated)	16%	-1%	3%	6%	2%	0%
CC1(C)CC(C)(c2ccc(O)cc2O)N(c2ccc3ccccc3c2)C(=S)N1 (configuration not stated)	?	5%	10µM*	-14%	?	-6%
O=C(NCc1ccco1)C1Cc2ccccc2CN1C(=O)c1ccco1 (configuration not stated)	4%	4%	-2%	?	13%	-3%
CC1CCN(S(=O)(=O)c2ccc(NC(=O)C3CC3)cc2)CC1	?	1%	4%	6%	?	8%
COc1ccccc1/C=C\C=N\n1c(-c2ccc(Cl)cc2)n[nH]c1=S	?	4%	6%	-3%	6%	-23%
CN(C)c1nc(=NCc2ccco2)ss1	2.6µM*	0%	-12%	5%	?	-16%
CCCCCCn1c2c(c(=N)c3c1CCC3)CCC2	21%	-2%	10µM*	1%	0.21µM*	-4%
Clc1ccc(SCCCCN2CCNCC2)cc1	12µM*	-1%	?	6%	?	15%
COc1ccc(Cn2cnc3c(N)c(C)c(C)cc32)cc1	?	1%	-30%	-4%	69%[activator]	3%
CN(Cc1ccon1)C(=O)CCc1nnc(CCCCc2ccccc2)o1	?	0%	5%	10%	11%	-4%
O=C(CNC(=S)N(Cc1ccccc1)Cc1ccccc1F)NCCc1ccc(Cl)cc1	?	1%	-4%	1%	12µM*	-1%
CC(C)(C)NC(=O)CSc1nc2[nH]ncc2c(=O)[nH]1	0%	15%	16%	5%	-13%	6%
CC1(C)Oc2ccc3ccc(=O)oc3c2C[C@H]1O	69%[activator]	6%	6%	21%	45%[activator]	-3%
COc1cc(NC(C)=O)ccc1-c1cc2ccccc2oc1=O	12%	6%	-9%	2%	18%	3%
Cc1cccc(N/C(N)=N/c2nc(C(F)(F)F)cc(=O)[nH]2)c1C	9%	1%	13%	2%	4%	-9%
Cc1csc(=O)n1CCC(=O)OCC(=O)NNC(=O)c1ccccc1	20%	nt	17%	?	-25%	-5%
O=C(CN1C(=O)S/C(=C\c2cccs2)C1=O)Nc1ccc(O)c(C(=O)O)c1	10µM*	9%	5%	-3%	-12%	-12%
c1cn2c(Nc3ccc4c(c3)OCCO4)c(-c3ccc(N4CCOCC4)cc3)nc2cn1	?	-8%	0%	3%	?	7%
COc1ccc(NC2CCCN(C(=O)CSc3ccccc3)C2)cc1 (configuration not stated)	14%	1%	-10%	-24%	?	-1%
C=CCN1C(=O)c2ccccc2NC1c1cc(Br)cs1 (configuration not stated)	?	-1%	-30%	-2%	10µM*	-1%
COc1ccc(NC(=O)Cn2c([N+](=O)[O-])cnc2C)cc1Cl	28%	3%	8%	?	24%	2%
CC(C)c1nc2sc3c(c2c(=O)o1)CCCC3	5%	-7%	11%	3%	25%	-11%
O=C(Oc1cncc(Cl)c1)c1ccco1	-26%	2%	1%	27%	-19%	4%
CCc1nccn1S(=O)(=O)c1ccc(OC)c(C)c1C	47%[activator]	-2%	14%	0%	nt	3%
CCOc1ccc(S(=O)(=O)Nc2ccccc2C(=O)N/N=C/c2c(OC)ccc3ccccc23)cc1	17%	4%	-8%	5%	18%	4%
Cc1ccc(NC(=O)CCC(=O)OCc2ccc(Br)cc2)cc1	5%	-1%	7%	-3%	9%	-3%
CN(C)S(=O)(=O)c1ccc(C(=O)NNC(=O)C2COc3ccccc3O2)cc1 (configuration not stated)	?	-1%	-13%	2%	39%[activator]	-20%
CCOc1cccc(CNCc2ccc(C(=O)O)cc2)c1	37%[activator]	0%	18%	4%	18%	-4%
COc1cc(SC)ccc1C(=O)Nc1c(Cl)cncc1Cl	7%	5%	?	0%	12%	4%
Cc1c(CCC(=O)O)c(=O)oc2c(C)c(OCc3ccccc3Cl)ccc12	56%[activator]	6%	2%	-16%	0%	6%
Cc1ccc(S(=O)(=O)/N=C2/NC(=O)/C(=C\c3ccco3)S2)cc1	23%	13%	12%	?	2%	0%
c1ccc(-c2ccccc2OCCCCN2CCCCCC2)cc1	-3%	-1%	?	1%	?	-6%
O=C1OC(Nc2ccc(F)cc2F)c2ccccc21 (configuration not stated)	2%	-1%	7%	4%	3%	2%
CCN(CC)C(=O)N1c2ccccc2C=Cc2ccccc21	0%	1%	?	5%	nt	-4%
CCOC(=O)c1ccc(CSc2n[nH]c(C)n2)o1	-23%	0%	-6%	?	16%	1%
CCN(CC)CCn1c2c(c(SCC(=O)Nc3cccc4ccccc34)nc1=O)CCCC2	-14%	nt	-3%	-8%	?	8%
CC1C=CCC2C(=O)N(c3cc(Cl)ccc3O)C(=O)C12 (configuration not stated)	0%	3%	4%	-1%	11%	2%
CCn1nc(NC(=O)c2ccncc2)c2cc3cc(C)ccc3nc21	19%	5%	?	36%	13%	?
COc1cccc(CN2CCN(C(=O)CCc3nnc(C4CCCCC4)o3)CC2=O)c1	?	-3%	-5%	?	?	1%
O=C(N=C1SC2CS(=O)(=O)CC2N1Cc1ccccc1)C1CCCCC1 (configuration not stated)	?	-8%	-8%	3%	-6%	0%
Cn1cnnc1Sc1ccc(C(F)(F)F)cc1[N+](=O)[O-]	-10%	-6%	18%	-15%	-3%	7%
CCc1nnc(NC(=O)c2ccc(-c3ccc(F)cc3)o2)s1	-5%	1%	-10%	3%	-1%[5.75 µM]	5%
CC(C)c1nc(SCC(=O)NCC2CCCO2)c2c(=O)n(C)c(=O)n(C)c2n1 (configuration not stated)	?	-1%	-10%	-5%	?	-5%
Cc1ccc(S(=O)(=O)N(C)C)cc1NC(=S)N1CCc2ccccc21	5%	16%	-12%	-6%	-1%	-9%
Cc1nnc(SCc2cc(=O)[nH]c(/N=C(\N)Nc3ccccc3)n2)s1	?	6%	10%	9%	-18%	1%
CC1CCCN(c2oc(-c3cccc4ccccc34)nc2C#N)C1 (configuration not stated)	0%	3%	-20%	6%	19%	-5%
O=[N+]([O-])c1cnn(-c2nc(-c3cccs3)cc(C(F)(F)F)n2)c1	?	-2%	-27%	0%	10µM*	-3%
COC(=O)c1ccc(NC(=O)CSc2nnc(-c3ccccc3)n2C)cc1	-9%	-2%	16%	-5%	11%	-4%
Cn1nc(C(C)(C)C)cc1NC(=O)Nc1cc(Cl)cc(Cl)c1	?	6%	?	2%	?	-1%
COCCCNC(=O)c1ccc(NS(C)(=O)=O)cc1	nt	-4%	-5%	10%	12%	-3%
O=C1c2cc3ccccc3c(-c3ccccc3)c2C(=O)N1c1ccccn1	36%[activator]	2%	-6%	3%	0%	-3%
COc1ccc(NC(=O)CN(c2cccc(F)c2)S(C)(=O)=O)cc1OC	-12%	0%	16%	-7%	5%	-7%
CC(C)(C)C(=O)N1CCN(c2ccc(NC(=O)c3ccco3)cc2)CC1	?	-1%	11%	11%	-29%	-5%

Continued:
compound	Pf growth 96h	LmPK inh	HCV inh	Sm TGR block	Pf growth 48h	TbPYK inhibitor
Nc1c(C(=O)NCc2ccc(Cl)cc2)sc2nc3c(c(C(F)(F)F)c12)CCC3	32%[activator]	4%	nt	0%	?	-4%
COc1ccc(-c2cc(C(=O)NC3CCCC3)no2)cc1OC	?	5%	-15%	-19%	55%[activator]	-4%
CCn1c(SCC(=O)OC)nnc1C1CCCCC1	?	2%	7%	1%	14%	5%
O=C(CCN1CCN(S(=O)(=O)c2ccc(Br)cc2)CC1)Nc1ccccc1F	24%	-8%	-20%	-6%	?	-3%
CN(CCC#N)CC(=O)Nc1ccc(S(N)(=O)=O)cc1	14%	-3%	-2%	-3%	18%	7%
O=C(CC(=O)N/N=C\c1ccc(F)cc1)NCCc1ccccc1	2%	-5%	-2%	0%	0%	3%
COc1cc(CNCCc2ccc(S(N)(=O)=O)cc2)ccc1OCC(=O)NC(C)(C)C	13µM*	-1%	17%	-9%	-17%	-2%

Of the compounds above, these have a Cl atom:
compound	Pf growth 96h	LmPK inh	HCV inh	Sm TGR block	Pf growth 48h	TbPYK inhibitor
COc1ccccc1/C=C\C=N\n1c(-c2ccc(Cl)cc2)n[nH]c1=S	?	4%	6%	-3%	6%	-23%
Clc1ccc(SCCCCN2CCNCC2)cc1	12µM*	-1%	?	6%	?	15%
O=C(CNC(=S)N(Cc1ccccc1)Cc1ccccc1F)NCCc1ccc(Cl)cc1	?	1%	-4%	1%	12µM*	-1%
COc1ccc(NC(=O)Cn2c([N+](=O)[O-])cnc2C)cc1Cl	28%	3%	8%	?	24%	2%
O=C(Oc1cncc(Cl)c1)c1ccco1	-26%	2%	1%	27%	-19%	4%
COc1cc(SC)ccc1C(=O)Nc1c(Cl)cncc1Cl	7%	5%	?	0%	12%	4%
Cc1c(CCC(=O)O)c(=O)oc2c(C)c(OCc3ccccc3Cl)ccc12	56%[activator]	6%	2%	-16%	0%	6%
CC1C=CCC2C(=O)N(c3cc(Cl)ccc3O)C(=O)C12 (configuration not stated)	0%	3%	4%	-1%	11%	2%
Cn1nc(C(C)(C)C)cc1NC(=O)Nc1cc(Cl)cc(Cl)c1	?	6%	?	2%	?	-1%
Nc1c(C(=O)NCc2ccc(Cl)cc2)sc2nc3c(c(C(F)(F)F)c12)CCC3	32%[activator]	4%	nt	0%	?	-4%
